# Bioassay records from PubChem.
# CHO-K1 Ca ag: nonselective activator or artifact in parental CHO-K1 cells; Fluo-8 calcium fluorescence; scaled to maximal ATP response, vehicle zero; activation, % at 3 µM; hit rate 0.48% among 360,000; in the data active = activation above about 15%;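 also: untransfected CHO-K1 host cells lacking M1 receptor as counterscreen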
# M1 PAM parental: nonselective activator or artifact in parental CHO-K1 calcium assay; ATP EC20, Fluo-8 calcium fluorescence; 0% at ATP EC20, 100% at ATP max; hit rate 0.02% among 360,000; activation, % at 3 µM;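 active = activation above the run cutoff, the mean activation of all test compounds plus 3 SD, cut at about 40% in these data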;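 also: peak over basal fluorescence ratio in a 140 s read after ATP addition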
# TAAR1 ag: human TAAR1 agonism; CHO RD-HGA16 TAAR1, Fluo-8 calcium fluorescence; vehicle wells 0%, saturating PEA agonist 100%; Q96RJ0; activation, % at 3 µM; hit rate 0.99% among 360,000; AID 624467;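 active = activation above the mean activation of all test compounds in the run plus 3 SD, cut at about 38% in these data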
# Target sequence (Q96RJ0 whole entry, looked up): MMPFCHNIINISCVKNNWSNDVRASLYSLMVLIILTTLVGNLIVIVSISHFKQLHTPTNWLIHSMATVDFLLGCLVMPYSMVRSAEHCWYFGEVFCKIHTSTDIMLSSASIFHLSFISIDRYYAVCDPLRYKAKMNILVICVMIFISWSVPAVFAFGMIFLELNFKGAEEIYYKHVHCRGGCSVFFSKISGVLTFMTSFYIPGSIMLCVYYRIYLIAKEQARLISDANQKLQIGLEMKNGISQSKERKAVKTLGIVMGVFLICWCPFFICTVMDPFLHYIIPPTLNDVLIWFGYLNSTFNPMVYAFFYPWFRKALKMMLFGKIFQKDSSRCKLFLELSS
#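 Test system: RD-HGA16 (CHO) cells co-expressing Gα16 and hTAAR1; dosing: one-point dosing at 3 µM (nominal); timing: 17-24 h seeding, 75 min 37 °C dye, 30 min RT; signal: kinetic Fluo-8 calcium fluorescence; read-out basis: % activation relative to PEA EC100 response; controls: DMSO and PEA EC100; replicates: n 1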
# CHO parental Ca: counter-screen for OX1R antagonists: effect in parental CHO cells; parental CHO-K1, ATP-induced calcium, Fluo-8 fluorescence; inhibition, % at 5.6 µM; hit rate 0.63% among 330,000; AID 463079;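 active = inhibition above that plate's mean sample inhibition plus 3 SD, cut at about 26% in these data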;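 also: 0% = ATP-challenged DMSO wells and 100% = DMSO wells without ATP; some compounds past the cut are filed as inactive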
#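 test system = CHO parental line | reagent = ATP stimulus | measured by = intracellular calcium via Fluo-8 no-wash fluorescent dye | control set = ATP and no-ATP DMSO wells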
# M1 ag: agonists of human M1 muscarinic receptor; CHO-K1 hM1, Fluo-8 calcium fluorescence, agonist mode; 0% DMSO, 100% acetylcholine EC100; P11229; activation, % at 3 µM; hit rate 0.33% among 360,000;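 active = activation above the run's mean compound activation plus 3 SD, cut at about 16% in these data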;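 also: peak over basal fluorescence ratio within a 140 s kinetic read after compound addition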
# Target sequence (P11229 whole entry, looked up): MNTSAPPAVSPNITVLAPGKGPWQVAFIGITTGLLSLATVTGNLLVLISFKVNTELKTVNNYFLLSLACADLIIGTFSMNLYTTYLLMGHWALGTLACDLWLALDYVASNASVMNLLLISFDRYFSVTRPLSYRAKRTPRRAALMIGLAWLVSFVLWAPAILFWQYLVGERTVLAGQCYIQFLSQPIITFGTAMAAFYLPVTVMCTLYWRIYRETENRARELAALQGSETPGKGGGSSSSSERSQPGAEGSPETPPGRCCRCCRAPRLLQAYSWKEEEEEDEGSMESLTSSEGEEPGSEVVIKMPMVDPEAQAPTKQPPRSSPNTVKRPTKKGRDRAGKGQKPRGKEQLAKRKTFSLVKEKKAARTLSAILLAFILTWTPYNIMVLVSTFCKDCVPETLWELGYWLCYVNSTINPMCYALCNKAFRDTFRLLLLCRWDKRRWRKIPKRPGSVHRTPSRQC
# TAAR1 antag: human TAAR1 antagonism; Q96RJ0; CHO RD-HGA16 TAAR1, Fluo-8 calcium fluorescence, antagonist; inhibition, % at 3 µM; hit rate 1.5% among 360,000; AID 624466;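 active = inhibition above a per-plate cutoff, the mean inhibition of test compounds on that plate plus 3 SD, cut at about 49% in these data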;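 also: 0% = DMSO plus EC80 beta-PEA response and 100% = DMSO alone without agonist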
#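 Assay system: CHO-derived RD-HGA16 cells stably expressing human TAAR1 plus Gα16. Timing: 140 s kinetic read after compound, 140 s after agonist. Technique: kinetic Fluo-8 calcium fluorescence measurement. Measure: % inhibition of agonist calcium response.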
# M1 antag: blocks human M1 muscarinic receptor; AID 588852; P11229; hit rate 1.3% among 360,000; inhibition, % at 3 µM; CHO-K1 hM1, Fluo-8 calcium fluorescence, ACh EC80 antagonist;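 active = percent inhibition above its own plate's cutoff, namely the mean of that plate's compound wells plus 3 SD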;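 also: peak over basal fluorescence ratio during 140 s after agonist addition; 0% = ACh EC80 plus DMSO and 100% = DMSO alone without agonist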
# CHRM1 PAM: positive allosteric modulators of human M1 muscarinic receptor; AID 588819; hit rate 0.088% among 360,000; CHO-K1 hM1, Fluo-8 calcium fluorescence, ACh EC20; 0% = ACh EC20, 100% = maximal ACh; P11229; activation, % at 3 µM; in the data active = activation above about 19%, passing the limit was not always enough
# CHO-K1 Ca antag: M1 antagonist counterscreen hit in parental CHO-K1 cells. ATP-induced calcium, Fluo-8 fluorescence. inhibition, % at 3 µM. hit rate 0.6% among 360,000. AID 602250;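 active = inhibition above a per-plate cutoff, the plate's mean sample inhibition plus 3 SD, cut at about 24% in these data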;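 also: 0% = DMSO plus EC80 ATP and 100% = DMSO alone without ATP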
# An asterisk follows results filed as active; . = not tested or not shown.
SMILES,CHO-K1 Ca ag,M1 PAM parental,TAAR1 ag,CHO parental Ca,M1 ag,TAAR1 antag,M1 antag,CHRM1 PAM,CHO-K1 Ca antag
FC(F)(F)c1cccc(Oc2nc(-c3ccccc3)nnc2C(F)(F)F)c1,0.3,16.3,15.4,10.8,-2.0,-8.3,-8.3,8.3,2.2
C/C=C/C(=O)Nc1cccc(C2=NOC3(C2)C[C@@H](C(N)=O)N(C(=O)c2cc([N+](=O)[O-])cc([N+](=O)[O-])c2C)C3)c1 (stereo not given in full),0.2,-10.6,10.1,3.6,-7.1,-1.6,4.5,1.8,-5.8
CC(NC(=O)C1CCN(C(=O)Nc2ccccc2)CC1)c1ccccc1Cl (stereo not given),0.6,10.0,6.8,-2.8,-8.0,6.9,-9.0,12.6,-23.7
COc1ccccc1N=C1SCC(=O)N1c1ccccc1OC,0.1,-8.5,0.3,-7.2,-6.3,-8.0,-3.1,4.2,7.8
COc1cc2c(cc1OC)[C@@H](NC(=O)Cc1ccc(F)cc1)[C@H](OCc1ccccc1)C2,1.5,17.6,4.2,-10.2,-1.4,42.8,-7.8,-3.6,-14.9
Cc1ccc(-n2[nH]c(=O)c(-c3ccccn3)c2C)cc1,-0.8,1.5,-0.6,-3.3,-6.3,-11.3,-0.4,1.0,17.6
CCOC(=O)CSc1nc(N2CCOCC2)c2c(c1C#N)CC(C)(C)N(C)C2,0.5,12.2,9.1,-26.9,-6.8,3.0,2.3,-2.2,-5.2
Cc1ccc([N+](=O)[O-])cc1NC(=O)C(C)NS(=O)(=O)c1ccc(F)cc1 (stereo not given),2.0,21.3,3.7,-12.8,-6.3,-1.5,1.0,9.5,0.7
CCC(=O)c1ccccc1OCCN1CCN(Cc2ccccc2)CC1,1.7,9.5,1.2,-26.0,-7.7,-3.0,16.7,-12.9,-13.6
CC1CN(C(=S)Nc2ccc(F)cc2F)CC(C)O1 (stereo not given),1.5,9.9,12.9,-13.4,0.1,-33.4,-13.9,8.8,-7.9
OCC1(CCc2ccccc2)CCN(Cc2ccc(OC(F)F)cc2)CC1,1.4,14.2,10.9,.,-9.4,3.6,4.8,-12.8,-4.5
CCOc1cc(N2CCOCC2)c(OCC)cc1NC(=O)c1ccc(OC(C)C)cc1,0.7,9.1,0.3,-12.6,-0.9,3.5,-6.7,7.1,-22.9
CC(=O)Nc1ccc(NC(=O)C(C)n2nc(C)c([N+](=O)[O-])c2C)cc1 (stereo not given),0.7,4.4,-0.2,-4.0,-3.7,-2.1,6.0,-2.4,-7.5
COc1ccc2[nH]c3c(c2c1)CCN1C(=O)C(CC(=O)NCCCn2ccnc2)C[C@H](C(=O)N(C(C)C)C(C)C)[C@@]31C (stereo not given in full),0.2,14.5,-0.1,-16.9,-8.0,-21.6,-10.0,7.0,-13.3
Fc1ccc(-c2csc(/C=C/c3ccc4c(c3)OCO4)n2)cc1,-0.1,5.0,2.5,4.5,-6.5,-0.8,-7.1,3.4,-7.0
O=C(Nc1cccc(OC(F)(F)F)c1)c1ccc(Br)o1,0.1,-4.6,6.8,-16.8,-6.2,-4.4,-6.4,0.5,3.4
CCOc1ncccc1C(=O)N1CCCSC1=Nc1ccccc1OC,0.2,2.7,-0.1,-25.0,-4.2,-9.1,-2.3,2.8,16.7
COc1ccc(CC(=O)Oc2ccc(C)cc2C)cc1,-0.8,-22.8,-2.6,-5.0,-3.3,-0.6,-10.1,4.3,18.7
CCOc1ccc(NC(=O)COC(=O)c2cc(C)oc2C)cc1,-0.8,-6.0,0.9,-3.8,-1.0,-3.6,4.0,3.4,4.7
O=C(Nc1ccc(Cl)cn1)c1cccnc1,0.0,9.1,8.1,2.3,-1.5,1.5,-31.8,11.3,-1.6
COc1ccc(O)c(C(=O)C2c3ccccc3C(=O)N2c2ccc(C)cc2)c1 (stereo not given),0.6,18.1,-1.2,-4.8,-5.4,-11.1,-12.7,7.3,-11.7
CCN1CCN(C(=O)C(C)Oc2ccc(S(=O)(=O)N3CCCC3)cc2C(N)=O)CC1 (stereo not given),0.5,-4.6,2.5,3.2,-4.5,1.9,-4.0,5.2,-9.3
Cc1ccc(C(CC(=O)c2ccco2)SCCO)cc1 (stereo not given),-0.7,4.8,-1.0,-10.5,-3.0,-8.5,-22.2,4.1,8.9
O=C(O)c1cnc2ccccc2n1,-0.3,2.1,3.1,3.3,-2.7,-2.9,3.7,0.3,-17.6
COc1ccc(NC(=O)COc2ccc3c(C)cc(=O)oc3c2)cc1S(=O)(=O)N1CCCCC1,0.3,-0.3,0.1,3.3,-3.0,-12.2,6.2,-1.6,2.5

# Reformatted with tabs: entries from further up.
structure	CHO-K1 Ca ag	M1 PAM parental	TAAR1 ag	CHO parental Ca	M1 ag	TAAR1 antag	M1 antag	CHRM1 PAM	CHO-K1 Ca antag
COc1ccc(O)c(C(=O)C2c3ccccc3C(=O)N2c2ccc(C)cc2)c1 (stereo not given)	0.6	18.1	-1.2	-4.8	-5.4	-11.1	-12.7	7.3	-11.7
CCN1CCN(C(=O)C(C)Oc2ccc(S(=O)(=O)N3CCCC3)cc2C(N)=O)CC1 (stereo not given)	0.5	-4.6	2.5	3.2	-4.5	1.9	-4.0	5.2	-9.3
Cc1ccc(C(CC(=O)c2ccco2)SCCO)cc1 (stereo not given)	-0.7	4.8	-1.0	-10.5	-3.0	-8.5	-22.2	4.1	8.9
O=C(O)c1cnc2ccccc2n1	-0.3	2.1	3.1	3.3	-2.7	-2.9	3.7	0.3	-17.6
COc1ccc(NC(=O)COc2ccc3c(C)cc(=O)oc3c2)cc1S(=O)(=O)N1CCCCC1	0.3	-0.3	0.1	3.3	-3.0	-12.2	6.2	-1.6	2.5

# Next part:
SMILES,CHO-K1 Ca ag,M1 PAM parental,TAAR1 ag,CHO parental Ca,M1 ag,TAAR1 antag,M1 antag,CHRM1 PAM,CHO-K1 Ca antag
O=C1CCCc2c1[nH]c1c(Br)cccc21,2.0,12.8,10.4,-19.6,-0.9,-12.5,-26.8,-0.3,-11.8
O=C(Nc1ccccc1)C1Cc2c(-c3ccccc3Oc3ccccc3)ccnc2O1 (stereo not given),1.4,17.7,0.1,.,-2.8,28.2,-3.5,-1.0,-8.0
COc1ccccc1NC(=O)[C@@H]1CCCN1S(=O)(=O)c1ccc(Cl)cc1,0.2,20.4,4.7,-10.7,-3.0,-12.7,-8.0,7.5,-21.2
COc1ccc(N2C(C)=CS/C2=C(/C#N)c2nnc(N3CCOCC3)n2-c2ccccc2)cc1,0.6,21.4,2.7,-11.8,-2.0,-14.4,-9.9,11.2,-10.4
CCCCOc1ccc(C(=O)NCC(=O)OCC(=O)N2CCN(S(=O)(=O)c3ccc(C)cc3C)CC2)cc1,4.0,-1.4,3.9,-14.3,-2.2,-0.9,2.9,-6.8,10.8
C=C(C)CSc1nc(N)c2c3c(sc2n1)CCC3,0.7,18.6,.,-13.9,-7.2,.,-7.7,4.0,-6.7
O=C(Nc1ccccc1C(=O)N1CCCCC1)NC1CCCCC1,0.8,14.0,0.7,-3.7,-1.9,-2.1,-11.1,12.4,-14.8
CCCCCOc1ccc(C(=O)Nc2ccc(S(=O)(=O)Nc3cc(C)on3)cc2)cc1,0.8,10.7,-1.1,20.8,-5.3,6.7,-6.6,2.1,5.3
CN(Cc1ccccc1)S(=O)(=O)c1ccc(Cl)c(C(=O)NCCc2ccccn2)c1,3.2,9.4,2.3,-16.8,-5.3,-5.3,4.4,0.9,-6.3
Cc1ccc(SCC(=O)OCC(=O)NCCNC(=O)COC(=O)CSc2ccc(C)c(C)c2)cc1C,1.9,-11.8,26.6,1.3,1.1,30.2,10.1,-3.7,9.6
O=[N+]([O-])c1cc(C2Nc3cccc4cccc(c34)N2)ccc1Cl,0.2,19.3,2.9,5.8,-4.2,8.3,-3.2,5.1,-3.6
Cc1cc(Br)ccc1NC(=O)c1sc2ncnc(N3CCN(c4ccccn4)CC3)c2c1C,1.2,17.2,0.0,-16.4,-1.6,-3.2,-12.4,4.7,-15.1
Cc1cccn2c(=O)c(C=C(C#N)C#N)c(N3CCN(C)CC3)nc12,0.6,-18.2,-0.2,2.6,-2.7,1.6,-1.0,11.7,6.5
Cc1ccc(C(CC(=O)N2CCCC2)c2ccccc2)c(O)c1 (stereo not given),5.3,17.7,-2.5,.,-5.5,3.9,8.7,-1.2,0.4
c1ccc(-c2nnc(CN3CCN(c4ccccc4)CC3)o2)cc1,0.7,1.7,2.6,6.5,-0.3,-6.6,-0.3,-3.5,8.1
CCOCCCNC(=O)c1cc(-c2cccnc2)nc2ccc(S(=O)(=O)N3CCC(C)CC3)cc12,0.3,2.4,.,-5.1,-3.0,.,-10.5,11.0,-14.7
COc1cccc(NC(=O)CSc2nc3ccccc3c(=O)n2Cc2cccs2)c1,0.6,14.5,4.1,3.0,-9.2,2.7,5.6,-5.9,-8.3
O=C(NNc1cccc(Cl)n1)Nc1ccccc1F,1.8,4.6,2.2,-4.4,-5.1,-7.2,-6.5,8.7,-14.8
CCOc1ccc(C(O)c2nccn2C)cc1 (stereo not given),0.9,11.9,3.0,-11.4,-2.6,3.1,-11.2,12.3,-16.6
N=c1n(CCCOc2ccc(Br)cc2)c2ccccc2n1CC(N)=O,0.8,26.0,-0.8,-7.9,-8.2,-10.8,13.7,-8.9,-14.4
